Source: PubChem (Icahn School of Medicine at Mount Sinai)
ROC1-CUL1 inh = blocks human RBX1-Cullin-1 di-ubiquitin formation | P62877+Q13616 | in vitro K48 di-Ub FRET, acceptor:donor ratio, 45 min | inhibition, % at 10 µM | 0.6% of 140,000 active | AID 1347404; in the data active = inhibition above about 25%
Target sequence (P62877 whole entry, looked up): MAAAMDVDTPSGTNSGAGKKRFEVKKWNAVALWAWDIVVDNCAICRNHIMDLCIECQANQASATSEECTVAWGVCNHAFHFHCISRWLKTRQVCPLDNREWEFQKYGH
Target sequence (Q13616 whole entry, looked up): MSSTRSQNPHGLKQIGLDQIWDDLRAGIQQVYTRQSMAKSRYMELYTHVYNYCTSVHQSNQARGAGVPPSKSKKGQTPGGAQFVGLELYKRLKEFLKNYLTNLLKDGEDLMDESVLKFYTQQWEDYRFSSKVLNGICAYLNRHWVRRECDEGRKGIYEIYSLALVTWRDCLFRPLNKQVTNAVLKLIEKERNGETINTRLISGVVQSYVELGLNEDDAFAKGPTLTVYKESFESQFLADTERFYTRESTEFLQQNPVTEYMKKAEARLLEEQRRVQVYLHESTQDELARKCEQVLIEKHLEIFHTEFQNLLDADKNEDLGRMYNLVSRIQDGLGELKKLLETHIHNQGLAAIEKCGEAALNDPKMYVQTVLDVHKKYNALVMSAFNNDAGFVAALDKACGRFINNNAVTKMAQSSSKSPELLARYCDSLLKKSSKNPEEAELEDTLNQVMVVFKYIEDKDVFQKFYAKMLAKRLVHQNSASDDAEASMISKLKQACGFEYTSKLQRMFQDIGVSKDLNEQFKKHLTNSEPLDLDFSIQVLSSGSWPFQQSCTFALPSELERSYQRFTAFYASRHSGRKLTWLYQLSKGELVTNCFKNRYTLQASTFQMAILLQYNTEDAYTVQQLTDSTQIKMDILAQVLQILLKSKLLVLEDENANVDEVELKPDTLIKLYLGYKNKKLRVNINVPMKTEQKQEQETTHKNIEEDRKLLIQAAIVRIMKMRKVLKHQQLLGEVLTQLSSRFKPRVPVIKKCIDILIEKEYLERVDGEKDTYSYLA
An asterisk follows results filed as active.

ROC1-CUL1 inh | mol
-5.2 | Cc1nn(-c2ccccc2)c(-n2cccc2)c1C(=O)NCCc1ccc(Cl)cc1
-2.5 | CCc1cccc(CC)c1NC(=O)Cn1cnc2c(Cl)cc(Cl)cc2c1=O
-6.6 | O=C1NC(=O)C(N=Cc2ccccc2)C(=NCCO)N1 (stereo not given)
11.3 | c1ccc(Oc2ncccc2CNC2CCSCC2)cc1
5.7 | COCc1ccc(CNC2CCCN(c3nc4ccccc4s3)C2)o1 (stereo not given)
-0.2 | CNC(=O)NS(=O)(=O)c1ccccc1
10.2 | CCS(=O)(=O)Nc1nc2ccccc2s1
1.1 | COc1ccc(-c2nc(C)c(CCNC(=O)c3cc(OC)c(OC)c(OC)c3)s2)cc1OC
-4.2 | O=c1c(Cl)nc(Cl)c(-c2ccccc2)n1Cc1ccccc1
9.9 | COc1cccc2c1cc1c(=O)n(CC(=O)N3CCN(c4ccccc4F)CC3)nc(C)n12
11.9 | CCCCCC(=O)Nc1ccc(N2CCOCC2)c(Cl)c1
0.4 | COc1ccc(Cl)cc1N=C1NC(=O)CC(C(=O)Nc2ccccc2C(F)(F)F)S1 (stereo not given)
-3.4 | CC1=NN(c2ccc(Br)c(C)c2)C(=O)C1C=Nc1cc(C)c(C)cc1Br (stereo not given)
1.7 | CC(=O)CCC(=O)N1CCCC(CO)(Cc2ccccc2F)C1 (stereo not given)
13.8 | O=C(NCCn1cccn1)c1coc(CN2CCN(c3ccccc3F)CC2)n1
2.1 | O=C(O)C1CC=CCC1C(=O)Nc1ccccc1C(F)(F)F (stereo not given)
-8.1 | O=C(NC1CCCCC1)c1ccc2c(c1)N(Cc1ccc(Cl)cc1)C(=O)c1ccccc1S2(=O)=O
6.4 | CSc1ccccc1-c1nc(-c2c(C)ncc3c2CCNC3)no1
-3.2 | COc1cc(-c2cc(C(F)(F)F)n3ncc(C(=O)OC(C)C)c3n2)cc(OC)c1OC
5.5 | COc1ccc(S(=O)(=O)N(CC(=O)Nc2cccnc2)c2ccc(Cl)cc2)cc1
-5.9 | CCOC(=O)CCC(=O)Nc1ccc(-c2ccc(NC(=O)CCC(=O)OCC)cc2)cc1
7.2 | C(#Cc1ccccc1)/C=C\c1ccc2ccc(/C=C/C#Cc3ccccc3)cc2c1
8.7 | CN(CCc1ccccc1)c1cnn(CCn2cccn2)c(=O)c1
8.7 | Cc1cnn(-c2cc(N/N=C/c3ccc(Br)cc3)ncn2)c1
14.3 | N#Cc1nc(COc2ccccc2Cl)oc1NCCc1ccccc1
8.5 | C/C(=N\NC(=O)c1c(Cl)cnn1C)c1ccc(NC(=O)c2ccc(Br)o2)cc1
2.6 | COc1ccc(OCCCCn2c(C3CC(=O)N(c4cccc(Cl)c4)C3)nc3ccccc32)cc1 (stereo not given)
13.5 | COC(=O)c1ccc(/C=C2\SC(=S)N(C(Cc3ccccc3)C(=O)O)C2=O)cc1 (stereo not given)
1.4 | Cn1c(=O)n(CC(=O)Nc2nn(-c3ccccc3)nc2C(N)=O)c2ccccc21
-5.9 | CC1(C)CN(c2ccccc2)C(=O)C1OC(=O)C(c1ccccc1)N(Cc1ccccc1)Cc1ccccc1 (stereo not given)

Entries above with sulfur, in the order listed:
ROC1-CUL1 inh | mol
11.3 | c1ccc(Oc2ncccc2CNC2CCSCC2)cc1
5.7 | COCc1ccc(CNC2CCCN(c3nc4ccccc4s3)C2)o1 (stereo not given)
-0.2 | CNC(=O)NS(=O)(=O)c1ccccc1
10.2 | CCS(=O)(=O)Nc1nc2ccccc2s1
1.1 | COc1ccc(-c2nc(C)c(CCNC(=O)c3cc(OC)c(OC)c(OC)c3)s2)cc1OC
0.4 | COc1ccc(Cl)cc1N=C1NC(=O)CC(C(=O)Nc2ccccc2C(F)(F)F)S1 (stereo not given)
-8.1 | O=C(NC1CCCCC1)c1ccc2c(c1)N(Cc1ccc(Cl)cc1)C(=O)c1ccccc1S2(=O)=O
6.4 | CSc1ccccc1-c1nc(-c2c(C)ncc3c2CCNC3)no1
5.5 | COc1ccc(S(=O)(=O)N(CC(=O)Nc2cccnc2)c2ccc(Cl)cc2)cc1
13.5 | COC(=O)c1ccc(/C=C2\SC(=S)N(C(Cc3ccccc3)C(=O)O)C2=O)cc1 (stereo not given)

Next entries:
ROC1-CUL1 inh | mol
-3.1 | C=CCn1c(SCc2c(C)noc2C)nc2scc(-c3ccc(OC)cc3)c2c1=O
-6.1 | CCN(C(=O)c1cccc(Cl)c1)c1ccccc1C
7.9 | O=C1CN=CN=CN1c1ccc(Cl)cc1Cl
-0.4 | O=C(CCc1cnccn1)N1CCCC(Nc2ccc3c(c2)OCCO3)C1 (stereo not given)
-1.7 | CCCc1nnc(SCCSc2nnc(CCC)n2N)n1N
3.2 | O=C(NC(=O)c1cccc(C(F)(F)F)c1)Nc1nc(-c2ccccc2)cc(C(F)(F)F)n1
-2.9 | O=c1cc(C(F)(F)C(F)(F)Cl)nc(-c2ccccc2)[nH]1
-13.4 | Clc1ccc(N=Cc2ccc(OCc3ccccc3)cc2)cc1Cl
4.4 | CC(Sc1nc(-c2ccccc2)c(C#N)c(=O)[nH]1)C(=O)Nc1ccc(F)cc1 (stereo not given)
6.9 | O=C(Nc1ccc2oc(-c3ccc(Cl)cc3Cl)nc2c1)c1ccccc1I
2.9 | COc1ccc(CCNC(=O)c2ccc3c(c2)sc2nc(-c4ccc(C)cc4)cn23)cc1OC
-12.6 | COCCN1C(=O)/C(=C\c2ccc(OCC(=O)Nc3ccccc3OC)cc2)C(C(=O)OC)=C1C
-7.8 | CC(CO)NC(=O)C(O)c1ccccc1 (stereo not given)
5.3 | Cc1c(C(=O)N(Cc2ccncc2)C[C@@H]2CCC(=O)N2)oc2c(F)cccc12
12.0 | O=C(NCc1ccc(Cl)cc1)c1cc2ccc3cccnc3c2[nH]1
-3.8 | CCCCCCCCCn1cc(C(C)=O)c(=O)[nH]c1=O
1.0 | COC(=O)c1c(NC(=O)c2cccc(Cl)c2)sc2c1C(C(=O)OC)CC2 (stereo not given)
-2.2 | CCCc1[nH]nc2c1C(c1cncc(-c3ccc(F)cc3)c1)C(C#N)C(=N)O2 (stereo not given)
-6.3 | O=C(NC1c2ccccc2Oc2ccccc21)c1cccnc1
5.1 | CC(=O)Oc1ccc(-c2cc3ccccc3oc2=O)cc1
-0.9 | CN(C)CC1=NC(=S)NC1=O
-6.2 | COc1ccc(OCCn2c(NC(=O)c3ccc(OC)cc3)nc3ccccc32)cc1
9.6 | O=C1CCCc2occ(-c3cc(=O)n4[nH]c(-c5ccccc5)nc4n3)c21
9.8 | CN(C)CCCC1(O)c2ccccc2CS(=O)(=O)c2sccc21 (stereo not given)
5.9 | CCC(C)Oc1ccc(/C=c2\sc3nc4ccccc4n3c2=O)cc1OC (stereo not given)
5.6 | O=S(=O)(c1ccc(F)cc1)N1CCCC(C(F)(F)F)C1 (stereo not given)
32.1* | COc1ccc2c(c1)Cc1sc(NC(=O)c3ccccc3C)nc1-2
-3.4 | CN1CCN(NC(=O)c2ccc(Cl)cc2Cl)CC1
-1.4 | CC(C)(Cl)CNS(=O)(=O)c1ccccc1
10.4 | COc1cc(C(=O)Nc2ccc(Sc3nnnn3-c3ccccc3)c(Cl)c2)cc(OC)c1OC

ROC1-CUL1 inh | mol
2.2 | CCCCCN1C(C(=O)c2ccccc2)C(=NC(=O)c2ccc(OC)c(OC)c2)c2ccccc2S1(=O)=O (stereo not given)
-7.3 | O=[N+]([O-])c1ccccc1/C=N/Nc1nnc2c(n1)[nH]c1ccccc12
-4.9 | CC(Sc1nc2sc3c(c2c(=O)n1-c1ccccc1)CC(C)(C)OC3)C(=O)O (stereo not given)
1.7 | COc1ccccc1CNC(=O)CCC1N=C2c3ccccc3N=C(SCc3cccc(Cl)c3)N2C1=O (stereo not given)
-2.8 | Fc1ccc(-n2c(Cc3ccccc3)nnc2SCc2cccc3ccccc23)cc1
1.8 | COc1cc(C)nc2cc(C(F)(F)F)ccc12
-2.5 | O=C(NCC1CCCN(C(=O)CCn2cnnn2)C1)c1cccc2ccccc12 (stereo not given)
-7.7 | COc1ccc(-c2cc3nc(C)c(CCC(=O)Nc4ccccc4C(C)=O)c(C)n3n2)c(OC)c1
-5.6 | O=C(O)C1CC=CCC1C(=O)Nc1ccc2ccccc2c1 (stereo not given)
-6.9 | COc1ccc(N2CCN(C(=O)c3ccc4c(c3)CCN4S(=O)(=O)c3ccccc3)CC2)cc1
4.8 | Cc1cccc(N=CC23c4ccccc4C(c4ccccc42)C2C(=O)N(c4ccccc4[N+](=O)[O-])C(=O)C23)c1C (stereo not given)
6.8 | COc1cccc(C2c3c(n[nH]c3C)OC(=N)C2C#N)c1OC (stereo not given)
2.4 | CC(=O)c1c(COc2ccc(Cl)cc2Cl)oc2ccc(C)cc2c1=O
-5.1 | CCOc1cc(-c2ccc(OC(=O)c3ccc(C)cc3)c(OC)c2)cc(=O)c2c(C)oc(C)c12
9.6 | COc1ccc(OC2CCN(C(=O)C3CC3)CC2)c(C(=O)N(C)Cc2nonc2C)c1
-1.1 | Cc1ccc(CSc2oc(-c3ccco3)nc2S(=O)(=O)c2ccc(Cl)cc2)cc1
14.0 | COc1cc(C)c(S(=O)(=O)Oc2ccc(Cl)cc2NC(C)=O)cc1C
2.2 | COc1cccc(-c2ccc3c(N)c(C(=O)Nc4ccc(F)c(F)c4)sc3n2)c1
-0.3 | O=C1CCC(=O)N1c1ccc(-c2nc3scc(-c4ccc(Br)cc4)c3c(=O)o2)cc1
9.3 | Cc1ccc(OCC(=O)Nc2ccc(N3CCN(C(=O)c4cccs4)CC3)c(Cl)c2)cc1
-0.1 | Cc1c(C(=O)NC2CCS(=O)(=O)C2)nnn1-c1ccccc1F (stereo not given)
-7.9 | CCOc1c(S(=O)(=O)NCc2ccco2)ccc(Cl)c1Cl
3.9 | CCOC(=O)C1(Cc2ccccc2C)CCCN(C(=O)c2ccncc2)C1 (stereo not given)
10.8 | N#CC1C(=O)NC(=S)N=C1c1ccco1 (stereo not given)
6.7 | CCOC(=O)CCN(c1ccccc1)S(=O)(=O)c1ccc2[nH]c(=O)ccc2c1
-5.0 | COc1ccc(Cl)cc1NC(=O)c1cc2nc(-c3ccc(C)cc3)cc(C(F)(F)F)n2n1
-1.0 | Clc1ccc(C2=NN(Cc3ccccc3)CC2c2ccccc2)cc1 (stereo not given)
6.7 | CN(C)c1ccc(/C=c2/sc3nc(-c4ccccc4)c(-c4ccccc4)n3c2=O)cc1
23.2 | O=C(N/N=C/c1cccc(Br)c1)c1cc(-c2ccco2)nc2ccccc12
-1.9 | CC(=O)NC(=S)Nc1ccc(S(=O)(=O)N(C)C)cc1

ROC1-CUL1 inh | mol
0.9 | COc1cc(-c2nnc(SCC(=O)c3ccc(F)cc3)n2C)cc(OC)c1OC
8.1 | CC1(C)Cc2c(sc3nc(SCC(=O)O)nc(SCC(=O)O)c23)CO1
3.0 | COc1ccc(OC)c(CN2CCCC(C(=O)c3ccc(OC)c(F)c3)C2)c1 (stereo not given)
1.1 | Cc1ccc(Br)cc1S(=O)(=O)N1CCCCC1C (stereo not given)
-3.1 | COCCN1C(=O)C(=O)C(C(=O)c2ccc(C)o2)C1c1ccc(Br)cc1 (stereo not given)
0.2 | N#CC1(C#N)C(C(=O)C23CC4CC(CC(C4)C2)C3)C12CCCCC2 (stereo not given)
-0.4 | O=C(NCc1cccnc1Oc1ccc(F)c(F)c1)c1ccncc1
5.2 | CC(=O)N1CCC(C(=O)Nc2sc3c(c2C(=O)N2CCOCC2)CCCC3)CC1
2.9 | Cc1cccc(N2CCN(C(=O)Cn3nc(C)n4cccc4c3=O)CC2C)c1 (stereo not given)
-5.0 | COc1ccc(C)cc1NC(=O)N1CCN(c2nnc(C)c3c(C)n(-c4ccccc4)nc23)CC1
-8.0 | Clc1ccc(-c2nnc(-c3cccs3)c(N3CCCC3)n2)cc1
6.6 | CC(C)c1ccc(OCC(O)CN2C(C)CCCC2C)cc1 (stereo not given)
-6.2 | O=C(NC1CC1)C1CCCN(C2CCN(CC3CC3)CC2)C1 (stereo not given)
0.8 | COc1ccc(N2CCN(S(=O)(=O)c3ccc(C(=O)O)cc3)CC2)cc1
-3.3 | COc1ccccc1CNS(=O)(=O)c1cc(Br)cc2c1N(C(C)=O)C(C)C2 (stereo not given)
1.1 | COC(=O)CN1C(=O)S/C(=C/c2cc(C)n(-c3ccc(S(N)(=O)=O)cc3)c2C)C1=O
-5.1 | COc1cc(C(=O)N2CC(=O)Nc3ccc(C)cc3C2c2ccc(F)cc2)cc(OC)c1OC (stereo not given)
-0.3 | Cc1cc(C)c2c(n1)SCCN2C(=O)Nc1ccc(C(=O)Nc2ccc(C(C)C)cc2)cc1
6.2 | O=C1COc2ccc(Cl)cc2N1Cc1c(F)cccc1Cl
2.9 | Cc1ccc(OC(C)C(=O)N2CCC3(CC2)OCCO3)c(C)c1 (stereo not given)
-15.0 | Cc1ccccc1-c1ccnc2c(-c3ccc(F)cc3)c(C)nn12
-10.0 | Cc1ccc(C(=O)COc2ccccc2-c2ccccc2)cc1
8.5 | O=C(NC1CCCCCCC1)C1CCN(C(=O)c2ccccc2)CC1
15.0 | COc1ccc(-c2ccccc2NC(=O)C2CCCN(Cc3ccn[nH]3)C2)cc1 (stereo not given)
13.6 | COC(=O)c1ccc(-n2c(-c3ccc(F)cc3)nc(=S)c3c2CCCC3)cc1
-2.6 | Cc1ccccc1NS(=O)(=O)c1ccc2c(c1)C(=O)C(C(=O)N1CCCC1)C=N2 (stereo not given)
-0.9 | C=CCc1cc(/C=N/n2cnnc2)cc(OC)c1OCC(=O)O
1.5 | Cc1cccc(CNC(=O)c2ccc(NC(=O)N3CC(C)Sc4ccccc43)cc2)c1 (stereo not given)
-0.4 | Cc1cccnc1NC(=O)c1ccc(C2CCCN2)s1 (stereo not given)
-1.7 | Cc1ccc(S(=O)(=O)Nc2cc3c(cc2NCc2ccccc2)n(C)c(=O)n3C)cc1

ROC1-CUL1 inh | mol
-8.3 | Cc1ccc(C)c(NC(=O)C2CC(O)CN2C(=O)OC(C)(C)C)c1 (stereo not given)
3.2 | COc1cc(CNCc2nccn2C)ccc1OCC(O)CN1CCCCCC1 (stereo not given)
-3.1 | Clc1ccccc1-n1nc2ccc3nonc3c2n1
16.0 | CCOc1cc(-c2nnn(CC)n2)cc(I)c1OC

Only part of the results is shown; the hit share may differ from the screen's.
